Pf growth 48h = P. falciparum growth inhibition at 48 hours (one generation) | P. falciparum luciferase growth in erythrocytes, 48 h | actives 5.9% (n = 310,000) | Potency, µM (top dose mostly 28.7 µM), without a hit: at the top dose activity change, negative = inhibition, usual class: inhibitors
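Read-out is firefly luciferase luminescence from an integrated reporter in P. falciparum, so falling signal marks reduced parasite growth. Infected erythrocytes were at 2% hematocrit and 0.1% parasitemia (final) in Albumax-supplemented RPMI 1640.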
HCV inh = HCV inhibition. Huh7.5.1 HCVcc-Cre infection, luciferase reporter, 44 h. Potency, µM (series often up to 41.8 µM), for the others: top-dose activity change, negative = inhibition, most hits filed as inhibitors. actives 3.4% (n = 340,000). AID 651820
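Whole-lifecycle infectious HCVcc-Cre system; cells 1,000/well, compound then virus (~0.5 moi) added 4 h after plating, 44 h culture. Luciferase read 15 sec following 15 min substrate incubation, room temp.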
Tb PYK inh = T. brucei pyruvate kinase inhibition; Q57TT1; TbPYK enzyme, Kinase-Glo Plus ATP luminescence, 45 min; Potency, µM (top dose mostly 76.8 µM), for the others: top-dose activity, negative = inhibition, most hits filed as inhibitors; actives 0.12% (n = 410,000); AID 624173; further: nearly all actives have a fitted effect of over 50% in size
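Glycolytic pyruvate kinase of T. brucei was incubated with substrate, test compound and 130 uM ADP for 45 minutes at room temperature. Luminescent Kinase-Glo Plus signal was measured after 10 minutes.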
Sm TGR block = blocks Schistosoma mansoni thioredoxin glutathione reductase. Q962Y6. purified TGR, DTNB reduction, TNB absorbance 405 nm. Potency, µM (series often up to 114 µM), for the others: top-dose activity change, negative = inhibition, usual class: inhibitors. actives 3% (n = 360,000). AID 485364; further: nearly all actives have a fitted effect of over 60% in size
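First, TGR (20 nM dispensed) and NADPH were mixed with compound. Second, a 15 min room-temperature incubation followed. Third, further NADPH and then DTNB were added to start the reaction. Finally, TNB absorbance was monitored kinetically.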
Pf growth 96h = P. falciparum growth inhibition at 96 hours; actives 6.9% (n = 320,000); P. falciparum luciferase reporter growth, 96 h; AID 504834; Potency, µM (top dose mostly 28.7 µM), for the others: at the top dose activity change, negative = inhibition, most hits filed as inhibitors
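Compounds incubated with erythrocytes infected by luciferase-expressing P. falciparum (2% hematocrit, 0.05% parasitemia final) for 96 hours, 37 C in 5% CO2. Growth inhibition scored as decreased luciferase luminescence.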
LmPK inhibitor = inhibitors of Leishmania mexicana pyruvate kinase; Q27686; purified LmPK, Kinase-Glo ATP luminescence, 1 h; Potency, µM (highest dose often 57.5 µM), for the others: top-dose activity change, negative = inhibition, usual class: inhibitors; actives 0.37% (n = 290,000); AID 1721
Target sequence (Q27686 whole entry, looked up): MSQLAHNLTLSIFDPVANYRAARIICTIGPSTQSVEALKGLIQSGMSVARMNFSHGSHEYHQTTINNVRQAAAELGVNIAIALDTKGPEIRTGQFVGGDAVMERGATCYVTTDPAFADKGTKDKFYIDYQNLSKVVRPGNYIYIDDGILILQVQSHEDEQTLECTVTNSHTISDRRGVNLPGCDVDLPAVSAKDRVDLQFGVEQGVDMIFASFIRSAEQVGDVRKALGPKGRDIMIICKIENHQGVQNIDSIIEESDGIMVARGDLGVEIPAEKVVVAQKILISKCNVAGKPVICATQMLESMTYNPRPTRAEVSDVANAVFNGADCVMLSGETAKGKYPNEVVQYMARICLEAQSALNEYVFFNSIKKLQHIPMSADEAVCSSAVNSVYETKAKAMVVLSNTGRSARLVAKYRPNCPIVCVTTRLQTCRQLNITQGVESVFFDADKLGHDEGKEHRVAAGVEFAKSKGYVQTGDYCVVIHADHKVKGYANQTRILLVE
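Pyruvate kinase activity monitored as ATP production (luciferase luminescence). Conditions: 0.1 nM enzyme, 0.5 mM PEP, 0.1 mM ADP, 1 h, RT; normalized against uninhibited and no-enzyme wells.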
The depositor's hits bear a star; ? = inconclusive; nt = no result given; [ ] = another dose, or the depositor's remark. The call rests on the fitted dose curve; in most records, active means well fitted curve in the direction sought with a large enough effect; inconclusive means small, poorly fitted or top-dose-only effect, or another doubt; inactive means no such curve, though single readings can be large; an effect the other way counts as inactive or inconclusive. On the % scale 0 is the no-effect control and ±100 the full control effect; potency means the concentration at half of the fitted maximal effect.

Compound,Pf growth 48h,HCV inh,Tb PYK inh,Sm TGR block,Pf growth 96h,LmPK inhibitor
COc1ccc(C(=O)NC(=S)Nc2ccc(N3CCOCC3)c(Cl)c2)cc1[N+](=O)[O-],?,?,3.2%,-23.7%,?,4.0%
CC(C)c1ccc(NC2CCCN(C(=O)c3n[nH]c4c3CCC4)C2)cc1 (centres undefined),-16.9%,?,-11.2%,-8.8%,?,-5.2%
CCCn1c(=N)n(CC(=O)c2ccc([N+](=O)[O-])cc2)c2ccccc21,?,12.6µM*,-8.4%,0.2%,5.6%,2.7%
c1cncc(CNC2CCCCC2)c1,16.0%,18.0%,5.0%,5.9%,124.3%[activator],0.4%
CN1CCN(c2ccc([N+](=O)[O-])c(N3CCCCC3)c2)CC1,-6.7%,16.7%,2.3%,-24.2%,23.7%,2.7%
COC(=O)Cc1ccc(NC(=S)N2CCN(c3ccc(F)cc3)CC2)cc1,-9.9%,-6.4%,-2.4%,15.9%,-5.1%,0.1%
COc1ccc(N2CCN(CCNC(=O)Nc3cc(Cl)ccc3OC)CC2)cc1,-18.4%[0.00184 µM],?,0.0%,-14.4%,?,1.1%
Cc1cc(SCC(=O)c2ccc(O)c(O)c2)n2nc(C)c(-c3ccccc3)c2n1,?,11.2µM*,-2.9%,-0.4%,?,0.6%
O=C(CSc1nc2ncccc2[nH]1)c1ccc(F)cc1,22.5%,9.1%,-10.0%,-1.4%,122.0%[activator],-1.3%
O=c1c2ccccc2nnn1CSc1nnnn1-c1ccc(O)cc1,38.5%[activator],0.5%,-12.4%,?,46.6%[activator],2.2%
Nc1ccc(C(=O)N2N=C(c3ccc(F)cc3)CC2(O)C(F)(F)F)cc1 (centres undefined),13.3%,-8.7%,-1.6%,-13.1%,13.6%,2.2%
COc1ccc(Cl)cc1NC(=O)c1nnn(CC(=O)Nc2cc(C)cc(C)c2)c1N,36.4%[activator],0.5%,0.0%,-1.5%,?,0.5%
COC(=O)CSc1nc2ccc(N)cc2s1,11.4%,3.8%,-7.2%,-3.9%,3.0%,2.7%
O=C1S/C(=C/c2ccccc2)C(=O)N1CC(O)Cn1c2ccccc2c2ccccc21 (centres undefined),-20.1%,7.2%,10.2%,0.8%,?,-1.0%
Cc1cccc(NC(=S)N(CCCN2CCOCC2)Cc2cn(C)c3ccccc23)c1,-4.7%,-25.3%,-1.9%,-5.7%,?,0.8%
COc1cccc(C(C(=O)NC2CCCCC2)N(CCN2CCOCC2)C(=O)C2COc3ccccc3O2)c1 (centres undefined),-29.9%,4.6%,2.9%,12.3%,0.1%,6.6%
CC1(C)CC(=O)C2=C(C1)Nc1ccccc1NC2,-2.1%,0.3%,2.1%,-0.7%,-6.7%,-5.2%
Cc1c(N=Cc2c(O)n(C3CCCCC3)c(=O)[nH]c2=O)c(=O)n(-c2ccccc2)n1C,7.6%,18.9%,-10.9%,?,-8.8%,0.1%
COC(=O)C1=CN(Cc2ccc(OC)cc2)C=C(C(=O)OC)C1c1cccs1,?,-23.2%,-2.4%,-4.9%,14.4%,6.0%
O=C(Oc1ccccc1N1C(=O)C2CC=CCC2C1=O)c1ccc(Br)cc1 (centres undefined),14.8%,17.5%,-4.8%,-2.0%,0.0%,1.7%
O=C(NCCN1CCOCC1)NC1(C(F)(F)F)Oc2ccc(Cl)cc2O1 (centres undefined),?,?,-8.2%,8.7%,?,7.2%
COCCN(C(=S)Nc1cc(C)cc(C)c1)C(C)c1ccco1 (centres undefined),-19.6%,-11.4%,-3.9%,11.3%,?,-1.6%
COc1ccc(-n2c(O)c(C(C)=Nc3ccc4c(c3)CCC4)c(=O)[nH]c2=O)cc1,91.1%[activator],-0.2%,-7.1%,-7.6%,7.6%,5.4%
CCOc1ccc2[nH]c(S(=O)(=O)CC)nc2c1Cl,21.0%,21.3%,2.7%,0.0%,1.1%,-1.7%
O=C(CN1CCN(c2ccc(O)cc2)CC1)NC(c1ccccc1)c1ccccc1,?,-1.4%,?,-18.1%,?,-11.5%
Cc1c(C(=O)N2CCCCC2)c(S(=O)(=O)N2CCN(c3ccccc3F)CC2)c(C)n1C,?,2.8%,2.2%,-0.6%,?,-0.2%
Cn1c(-c2ccsc2)c(-c2cccs2)c2cc(-c3cccc4[nH]ccc34)ccc21,?,?,1.7%,-10.0%,?,nt
Cc1nnc(SCC(=O)NNC(=O)c2ccccc2)n1-c1ccccc1,9.0%,15.1%,1.0%,7.5%,54.6%[activator],2.6%
CCN(CC)C(=O)c1ccc(NC(=O)c2cn(-c3ccccc3)nc2-c2ccc(OC)cc2)cc1,?,nt,1.0%,-3.4%,7.38µM*,-0.3%
CCOc1ccc2c(c1)C(C)=CC(C)(C)N2C(=O)Nc1ccccc1F,-2.3%,3.1%,-3.5%,-25.8%,9.28µM*,-1.4%
CCOCCCNC(=O)C(NC(=O)c1ccccc1O)c1ccccc1 (centres undefined),-0.1%,10.9%,-5.4%,-1.3%,-25.8%,-1.6%
O=C(CSc1ccc(-c2ccco2)nn1)NCc1ccccc1Cl,1.2%,-2.3%,-9.5%,?,6.7%,-2.4%
CCOC(=O)C1=CC(=C2C(=O)N(CC)C(=S)N(CC)C2=O)c2ccccc2O1,?,20.3%,-17.7%,25.1µM*,0.0%,15.5%
COc1ccc(OCc2nnc(SCC(=O)Nc3ccccc3Cl)o2)cc1,4.1%,15.5%,-2.3%,-5.0%,42.6%[activator],-1.0%
COc1ccc([N+](=O)[O-])cc1NCC(=O)Nc1cccc(S(=O)(=O)N2CCCC2)c1,5.22µM*,?,3.8%,-2.2%,?,nt
CCc1nnc(NC(=O)CSc2nnc(-c3ccc(S(=O)(=O)N4CCCC4)cc3)n2CC)s1,?,10.9%,6.4%,5.9%,?,-4.5%
Cc1nc(C)n(CCNS(=O)(=O)c2ccccc2)n1,1.8%,-10.0%,7.3%,-5.5%,-3.0%,0.9%
O=C(COC(=O)c1cccc(S(=O)(=O)N2CCCCCC2)c1)NCc1ccc(Cl)cc1,-9.8%,34.5%[activator],-0.6%,-4.9%,-4.8%,nt
O=C(Nc1ccccc1Cl)N1CCN(c2ccc3nncn3n2)CC1,nt,6.0%,-1.1%,-26.6%,?,11.8%
COc1ccc(/C=C\c2onc(C)c2S(=O)(=O)N2CCC(C(=O)NCc3ccco3)CC2)cc1,?,6.7%,-8.1%,9.2%,13.1µM*,-4.7%

Single entries from the entries so far:
HCV inh with `O=C(CSc1ccc(-c2ccco2)nn1)NCc1ccccc1Cl` stands at -2.3%
Tb PYK inh with `O=C(COC(=O)c1cccc(S(=O)(=O)N2CCCCCC2)c1)NCc1ccc(Cl)cc1` stands at -0.6%
Pf growth 96h with `CN1CCN(c2ccc([N+](=O)[O-])c(N3CCCCC3)c2)CC1` stands at 23.7%
LmPK inhibitor with `CCOc1ccc2[nH]c(S(=O)(=O)CC)nc2c1Cl` stands at -1.7%
Tb PYK inh with `CC(C)c1ccc(NC2CCCN(C(=O)c3n[nH]c4c3CCC4)C2)cc1` (centres undefined) stands at -11.2%
HCV inh with `O=C(CSc1nc2ncccc2[nH]1)c1ccc(F)cc1` stands at 9.1%
Pf growth 48h with `O=c1c2ccccc2nnn1CSc1nnnn1-c1ccc(O)cc1` stands at 38.5%[activator]

The listing continues.
Compound,Pf growth 48h,HCV inh,Tb PYK inh,Sm TGR block,Pf growth 96h,LmPK inhibitor
Cc1cc(C)n2nc(C(=O)OCC(=O)c3cc(C)n(C)c3C)nc2n1,?,16.1%,0.9%,?,?,0.6%
Cc1ccc(-c2ccc(CCC(=O)O)n2NC(=O)c2cccs2)cc1,1.8%,16.4%,-8.6%,-23.5%,nt,-0.2%
Cc1cc2ccc(C)c(C)c2nc1SCC(=O)c1cccs1,?,?,-0.1%,3.4%,0.0%,4.3%
CCOC(=O)/C(=N\Nc1cc(Cl)ccc1Cl)N1CCN(CC)CC1,?,?,-5.0%,-1.8%,3.29µM*,-1.7%
COc1ccc(S(=O)(=O)NCC2CCCN(C(=O)c3ccco3)C2)cc1 (centres undefined),-5.5%,5.7%,-2.4%,?,?,2.8%
COc1ccc(C(=O)NCC(=O)OCC(=O)NC(=O)NC2CCCCC2)cc1OC,17.7%,6.4%,-3.8%,-11.5%,18.6%,-0.2%
Cc1ccccc1S(=O)(=O)Cc1ccc(C(=O)NC2CCCCC2C)o1 (centres undefined),5.6%,-21.4%,8.2%,-9.6%,?,-17.7%
Cc1ccc(C)c(S(=O)(=O)N2CCN(C(=O)C3CCN(c4ncnc5sc(C)c(C)c45)CC3)CC2)c1,5.22µM*,11.2µM*,-5.0%,-2.0%,?,nt
CCNC(=O)c1ccc(N(C)S(=O)(=O)c2cccs2)cc1,?,-6.5%,-18.4%,2.6%,12.5%,6.1%
Cc1ccc(S(=O)(=O)NCC(=O)NCC(=O)OCC(=O)NC(=O)NC(C)(C)C)cc1C,5.7%,29.0%,-5.4%,0.5%,5.9%,0.3%
COc1ccccc1CN(C)C(=O)C1(c2ccc(Cl)cc2)CC1,-29.6%,0.8%,-10.2%,-14.2%,9.28µM*,5.1%
O=S(=O)(NCc1cccnc1)c1ccc(Br)c2ccccc12,6.5%,-24.3%,-3.1%,-4.6%,0.0%,0.0%
FC(F)(F)c1cc(Oc2ccc(Cl)cc2)nc(-c2ccccn2)n1,?,?,-11.6%,9.6%,?,-5.5%
COc1ccc(C(=O)Nc2cccc(/C=C(\CCC(=O)O)c3nc4ccccc4s3)c2)cc1,33.5%[activator],-3.9%,-28.1%,-5.2%,51.0%[activator],5.3%
Cc1nnc(NC(=O)c2ccncc2)s1,nt,8.4%,-0.5%,-8.0%,?,2.7%
Fc1ccc(CN2CCN(C(=S)NCCc3ccccc3)CC2)c(Cl)c1,-17.7%,?,-0.4%,nt,25.8%,1.3%

In another format: 2 of the compounds above.
Cc1ccc(S(=O)(=O)NCC(=O)NCC(=O)OCC(=O)NC(=O)NC(C)(C)C)cc1C
  Pf growth 48h = 5.7%; HCV inh = 29.0%; Tb PYK inh = -5.4%; Sm TGR block = 0.5%; Pf growth 96h = 5.9%; LmPK inhibitor = 0.3%
COc1ccccc1CN(C)C(=O)C1(c2ccc(Cl)cc2)CC1
  Pf growth 48h = -29.6%; HCV inh = 0.8%; Tb PYK inh = -10.2%; Sm TGR block = -14.2%; Pf growth 96h = 9.28µM*; LmPK inhibitor = 5.1%

(further entries)
Compound,Pf growth 48h,HCV inh,Tb PYK inh,Sm TGR block,Pf growth 96h,LmPK inhibitor
Cc1ccc(NC(=O)CCC(=O)NNC(=O)c2cccs2)cc1C,21.1%,-11.9%,-1.5%,10.3%,nt,-7.6%
Cc1cnc(CN(C)C(=O)CC2C(=O)NCCN2Cc2cccc(F)c2F)[nH]1 (centres undefined),7.5%,17.6%,4.1%,-24.1%,4.7%,-14.7%
COc1cccc(/C=N/NC(=O)c2c(C)nc3ccc(Cl)cn23)c1O,9.28µM*,2.51µM*,4.5%,-21.5%,1.6%,2.7%
CC(C)c1ccc(-c2nnn(CCC#N)n2)cc1,56.4%[activator],10.9%,-0.8%,nt,32.2%[activator],-1.6%

Assay outcomes as filed in PubChem.
